High-throughput results as filed in PubChem BioAssay.
FLuc modulator: counter-screen for miR-21 project: firefly luciferase inhibitors or activators; Potency, µM (highest dose often 57.5 µM), for the others: top-dose activity change, negative = inhibition, usual class: inhibitors; P08659; purified FLuc, Km substrates, luminescence inhibition; 360,000 tested, 6.9% active; active = well fitted inhibition curve with a large enough effect; inconclusive = small, poorly fitted or top-dose-only effect;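 note: plate controls were vehicle for no effect and reference inhibitor for full effect; nearly all actives have a fitted effect of over 55% in size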
Target sequence (P08659 whole entry, looked up): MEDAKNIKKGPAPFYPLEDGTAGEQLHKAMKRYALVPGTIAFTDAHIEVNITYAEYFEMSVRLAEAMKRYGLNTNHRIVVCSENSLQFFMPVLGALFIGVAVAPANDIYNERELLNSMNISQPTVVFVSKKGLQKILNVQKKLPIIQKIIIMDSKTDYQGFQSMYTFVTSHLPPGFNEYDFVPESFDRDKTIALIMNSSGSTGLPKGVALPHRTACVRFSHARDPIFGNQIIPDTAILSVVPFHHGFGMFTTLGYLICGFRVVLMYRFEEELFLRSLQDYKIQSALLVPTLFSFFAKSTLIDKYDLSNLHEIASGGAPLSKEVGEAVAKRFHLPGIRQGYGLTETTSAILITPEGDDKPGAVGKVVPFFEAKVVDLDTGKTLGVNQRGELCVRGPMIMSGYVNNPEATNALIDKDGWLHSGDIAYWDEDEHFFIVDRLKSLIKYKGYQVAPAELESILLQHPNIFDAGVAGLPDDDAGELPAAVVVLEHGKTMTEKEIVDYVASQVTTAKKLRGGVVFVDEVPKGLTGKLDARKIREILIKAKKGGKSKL
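Purified P. pyralis luciferase, 10 nM final, with Km-level 10 uM D-luciferin and 10 uM ATP in 50 mM Tris acetate pH 7.5, 10 mM Mg acetate, 0.01% Tween-20, 0.05% BSA; 6-point qHTS titration about 60 µM downward; luminescence read.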
* marks the source's active call; other numbers are inactive results. Potency is the fitted concentration of half-maximal effect. The list is partial; rates above refer to the full screens.

Screening COc1cccc(CNC(=O)c2sc3nc(C)cc(C)c3c2-n2cccc2)c1OC returned FLuc modulator -4%.
Screening CCN(CC)S(=O)(=O)c1nnc(NC(=O)COc2ccc(Cl)cc2)s1 returned FLuc modulator 2.4µM*.
O=C1C2=C(Nc3ccccc3SC2c2ccccc2C(F)(F)F)c2ccccc21 (stereo unspecified) was read as FLuc modulator -1%.
Screening Cc1ccc(NC(=O)Cn2cc(C(=O)c3ccco3)c3ccccc32)cc1C returned FLuc modulator inconclusive.
Cn1c(NCc2ccccc2F)nc2ccccc21 was read as FLuc modulator 17µM*.
`C#CCOc1ccc(C2C(C(=O)OC)=C(C)NC3=C2C(=O)c2ccccc23)cc1OCC` (stereo unspecified) gave FLuc modulator -10%.
COc1ccc(S(=O)(=O)Nc2cc(-c3cn4cccc(C)c4n3)ccc2C)cc1C was read as FLuc modulator inconclusive.
O=C(CSc1nc2c([nH]c3ccccc32)c(=O)n1-c1ccccc1)Nc1ccc2c(c1)OCCO2 was read as FLuc modulator 2%.
Cc1ccc(-n2nnnc2CNC(=O)c2cc(C(F)(F)F)cc(C(F)(F)F)c2)cc1C was read as FLuc modulator -7%.
`Cc1ccc(CNC(=O)CSc2ncc3c(n2)-c2cc(Cl)ccc2N(C)S3(=O)=O)cc1` gave FLuc modulator 4%.
Screening CCOC(=O)c1cc(OC(=O)c2cccc(Cl)c2)n(-c2ccccc2)n1 returned FLuc modulator -16%.
Screening COc1cccc(-c2nc(S(=O)(=O)c3ccc(Cl)cc3)c(NCc3ccccc3)o2)c1 returned FLuc modulator -5%.
CCOC(=O)c1ccc(NC(=O)CN2C(=O)c3cccnc3Sc3ccccc32)cc1 was read as FLuc modulator inconclusive.
For CC(C)CCNC(=O)Cn1c(-c2cccs2)cc2cc(F)ccc21 the results were FLuc modulator 2%.
COc1ccc(CNC(=O)Cn2c(=O)nc(-c3ccccc3)c3ccccc32)cc1OC was read as FLuc modulator -7%.
CCN(CCCNC(=O)c1nn(-c2ccc(C)cc2)c(=O)c2c1c1ccccc1n2C)c1ccccc1 was read as FLuc modulator -2%.
`COc1ccc(NC(=O)CSc2nc3ncccc3[nH]2)c(OC)c1` gave FLuc modulator 0%.
CC1(C)CC(=O)c2c(oc3c(Cl)cc(NS(=O)(=O)c4ccc(Cl)cc4)cc23)C1 was read as FLuc modulator -6%.
For Cc1nn2c(=O)cc(COC(=O)c3ccccc3NC(=O)c3ccccc3C)nc2s1 the results were FLuc modulator -5%.
`CCc1ccc(C2C(C(=O)Nc3ccccc3OC)=C(C)Nc3nc(SCc4ccccc4)nn32)cc1` (stereo unspecified) gave FLuc modulator 4%.
COc1ccc(NC(=O)CC2C(=O)N(c3ccc(OC)cc3)C(=O)N2C2CCCCC2)cc1 (stereo unspecified) was read as FLuc modulator 5%.
`Cc1nn(CCCC(=O)Nc2cccc(F)c2)c(=O)c2c1sc1ccccc12` gave FLuc modulator 15µM*.
COc1ccccc1Nc1nc2c(S(=O)(=O)c3ccc(C(C)C)cc3)nnn2c2ccsc12 was read as FLuc modulator 1%.
Screening COc1ccc(NC(=O)CN2C(=O)COc3ccc(S(=O)(=O)NC4CCCC4)cc32)cc1OC returned FLuc modulator 4%.
Screening Cc1ccc(C(C)(C)C)c(OCC(=O)NCCc2nc3ccccc3[nH]2)c1 returned FLuc modulator 2%.
Screening COc1ccc(S(=O)(=O)NCC(c2ccc(N(C)C)cc2)N2CCCC2)cc1F (stereo unspecified) returned FLuc modulator -1%.
Screening COc1ccc(NC(=O)CSc2nc3ccccc3n2CC(=O)Nc2cccc(C)c2C)cc1 returned FLuc modulator 2%.
CCOc1ccc(N2CC(NC(=O)c3ccc4c(c3)OCO4)CC2=O)cc1 (stereo unspecified) was read as FLuc modulator 2%.
Screening COc1cccc(C(=O)c2cn(CC(=O)Nc3ccc4c(c3)OCCO4)c3nc(C)ccc3c2=O)c1 returned FLuc modulator -1%.
For Cc1ccc2c(C)c(C(=O)NCC(c3ccc(Cl)cc3)N3CCOCC3)oc2c1 (stereo unspecified) the results were FLuc modulator -15%.
CN(C(=O)CSc1cn(CC(=O)N2CCCCC2)c2ccccc12)c1ccccc1 was read as FLuc modulator 3%.
Screening O=C(COCc1cc(-c2cccs2)on1)NCc1cccc(Cl)c1 returned FLuc modulator inconclusive.
Screening CCN1CCN(c2c(S(=O)(=O)c3ccc(C)c(C)c3)cnc3cc(OC)c(OC)cc23)CC1 returned FLuc modulator -6%.
For CN(Cc1ccccc1)C(=O)CSc1nc2ccsc2c(=O)n1-c1ccc(F)cc1 the results were FLuc modulator -17%.
Screening COc1ccc(S(=O)(=O)N(CC(=O)Nc2cc(C)ccc2OC)Cc2ccccc2)cc1 returned FLuc modulator -3%.
`COc1ccc(CNC(=O)c2cn(-c3cccc(OC)c3)c(=O)c3ccccc23)cc1` gave FLuc modulator 2%.
`CCOc1cc(CNC(=O)c2ccccc2NC(=O)c2nsc3ccccc23)ccc1OC` gave FLuc modulator inconclusive.
CCOc1ccc(Sc2cc(C(=O)NCc3ccc(C)cc3)c3ccccc3n2)cc1 was read as FLuc modulator -3%.
Cc1cccc(Cn2c(=O)n(CCc3ccccc3)c(=O)c3c(C)c(C)sc32)c1 was read as FLuc modulator 5%.
Screening CCc1nnc(NC(=O)CSCc2cc(=O)c3ccc(C)cc3[nH]2)s1 returned FLuc modulator -8%.
`O=C(Cn1cc(C(=O)C2CC2)c2ccccc21)Nc1ccc(Br)cc1` gave FLuc modulator 3%.
Screening Cc1ccc(C)c(NC(=O)Cn2ncc3c([nH]c4ccccc43)c2=O)c1 returned FLuc modulator -1%.
`COc1ccc(-n2nnnc2C2CCN(S(=O)(=O)c3cccc(C(F)(F)F)c3)CC2)cc1` gave FLuc modulator -7%.
Screening CNC(=O)C1CCC(Cn2c(=O)c3sccc3n(CC(=O)N3CCC(C)CC3)c2=O)CC1 (stereo unspecified) returned FLuc modulator -1%.
For COc1ccc(NC(=O)CCc2nc3c(C)nn(-c4ccc(C)cc4)c3n(C)c2=O)c(OC)c1 the results were FLuc modulator 5%.
COc1ccc(-n2nnc(-c3nc(-c4ccc5c(c4)OCO5)no3)c2C)cc1Cl was read as FLuc modulator -2%.
`Cc1cccc(NC(=O)c2sc(-n3nc(C)c(CCC(C)C)c3C)nc2C)c1` gave FLuc modulator -6%.
N#Cc1ccccc1Cn1c(=O)n(CCCC(=O)NCc2ccc3c(c2)OCO3)c(=O)c2sccc21 was read as FLuc modulator -8%.
For COc1cccc(CNC(=O)CCc2c(C)c3cc4c(C)coc4cc3oc2=O)c1 the results were FLuc modulator -2%.
Screening CCN(c1ncnc2c1c(-c1ccccc1)cn2-c1ccccc1)C1CCCCC1 returned FLuc modulator -1%.
O=C(CCS(=O)(=O)c1nc(-c2ccc3c(c2)OCO3)cc(C(F)(F)F)n1)Nc1ccc(F)cc1F was read as FLuc modulator -13%.
For CCn1c(=O)c2c(nc3n2CCN3c2ccc(OC)cc2)n(C)c1=O the results were FLuc modulator 3%.
Screening O=C(NCCc1ccccc1)c1nc(-c2ccc(Cl)cc2)n2c1CCCCC2 returned FLuc modulator -19%.
`O=C(c1ccc2c(c1)CCCC2)N1CCN(c2nc3ccc(F)cc3s2)CC1` gave FLuc modulator -7%.
Screening O=S(=O)(NCCc1csc2nc(-c3ccc(F)cc3)nn12)c1ccc(Br)cc1 returned FLuc modulator 3%.
For Cc1ccc(Cn2cc3c(n2)-c2c(oc(C(=O)Nc4ccc(F)cc4F)c2C)CC3)cc1 the results were FLuc modulator 5%.
CCOc1ccc(-c2cc(C(=O)NCCc3ccc(OC)c(OC)c3)[nH]n2)cc1 was read as FLuc modulator -8%.
Cc1nnc(N2CCN(c3ccc(Cl)cc3)CC2)c2c1nnn2Cc1ccc(F)cc1 was read as FLuc modulator 0%.
Screening c1ccc(-c2nnc(CN3CCN(c4ccccn4)CC3)o2)cc1 returned FLuc modulator -7%.
For Cc1ccc(C)c(NC(=O)CSc2nc(=O)n(CCN(C)C)c3c2CCC3)c1 the results were FLuc modulator 0%.

A portion taken from the entries so far:
`O=C(Cn1cc(C(=O)C2CC2)c2ccccc21)Nc1ccc(Br)cc1` gave FLuc modulator 3%.
Screening Cc1ccc(C)c(NC(=O)Cn2ncc3c([nH]c4ccccc43)c2=O)c1 returned FLuc modulator -1%.
`COc1ccc(-n2nnnc2C2CCN(S(=O)(=O)c3cccc(C(F)(F)F)c3)CC2)cc1` gave FLuc modulator -7%.
Screening CNC(=O)C1CCC(Cn2c(=O)c3sccc3n(CC(=O)N3CCC(C)CC3)c2=O)CC1 (stereo unspecified) returned FLuc modulator -1%.
For COc1ccc(NC(=O)CCc2nc3c(C)nn(-c4ccc(C)cc4)c3n(C)c2=O)c(OC)c1 the results were FLuc modulator 5%.
COc1ccc(-n2nnc(-c3nc(-c4ccc5c(c4)OCO5)no3)c2C)cc1Cl was read as FLuc modulator -2%.
`Cc1cccc(NC(=O)c2sc(-n3nc(C)c(CCC(C)C)c3C)nc2C)c1` gave FLuc modulator -6%.
N#Cc1ccccc1Cn1c(=O)n(CCCC(=O)NCc2ccc3c(c2)OCO3)c(=O)c2sccc21 was read as FLuc modulator -8%.
For COc1cccc(CNC(=O)CCc2c(C)c3cc4c(C)coc4cc3oc2=O)c1 the results were FLuc modulator -2%.
Screening CCN(c1ncnc2c1c(-c1ccccc1)cn2-c1ccccc1)C1CCCCC1 returned FLuc modulator -1%.
O=C(CCS(=O)(=O)c1nc(-c2ccc3c(c2)OCO3)cc(C(F)(F)F)n1)Nc1ccc(F)cc1F was read as FLuc modulator -13%.
For CCn1c(=O)c2c(nc3n2CCN3c2ccc(OC)cc2)n(C)c1=O the results were FLuc modulator 3%.
Screening O=C(NCCc1ccccc1)c1nc(-c2ccc(Cl)cc2)n2c1CCCCC2 returned FLuc modulator -19%.

Further results follow.
COc1ccc2sc(N(Cc3cccnc3)C(=O)C3COc4ccccc4O3)nc2c1 (stereo unspecified) was read as FLuc modulator -11%.
`Cc1c(NS(=O)(=O)c2ccc(C(C)(C)C)cc2)c(=O)n(-c2ccccc2)n1C` gave FLuc modulator -9%.
COc1ccc(OC)c(NC(=O)C2CCN(S(=O)(=O)c3ccc(C)cc3)CC2)c1 was read as FLuc modulator -3%.
Cc1cccc(-n2ncc(C(=O)NCc3ccccn3)c2C2CCN(C(=O)OC(C)(C)C)CC2)c1 was read as FLuc modulator -2%.
For O=C(CSc1nccn1-c1cccc(Cl)c1)Nc1ccc2c(c1)OCO2 the results were FLuc modulator -4%.
Cc1cccc(NC(=O)c2sc3nc4c(cc3c2N)CCCCCC4)c1C was read as FLuc modulator 0%.
For Oc1c(C(c2ccccc2)N2CCN(c3ccccc3)CC2)sc2nc(-c3ccco3)nn12 (stereo unspecified) the results were FLuc modulator inconclusive.
COc1ccc(-c2onc(C)c2C)cc1S(=O)(=O)N(C)Cc1ccco1 was read as FLuc modulator 2%.
`Cc1ccc(CCNC(=O)c2cc3ccccn3n2)cc1` gave FLuc modulator inconclusive.
Screening CCC(C(=O)NCCc1ccc(OC)c(OC)c1OC)n1nc(C)c2sc3ccccc3c2c1=O (stereo unspecified) returned FLuc modulator inconclusive.
Screening Cc1ccc(CNC(=O)c2cc3c(=O)n(Cc4ccco4)ccc3nc2C)cc1 returned FLuc modulator -7%.
For CCOC(=O)c1cc2c(=O)n3ccccc3nc2n(C(C)C)c1=NC(=O)C(C)(C)Oc1ccc(Cl)cc1 the results were FLuc modulator 4%.
`Cc1c(CNC2CCCCC2)c(C(=O)O)c(C)n1Cc1cccc(Cl)c1` gave FLuc modulator -3%.
O=C(c1ccc2c(c1)CCN2S(=O)(=O)c1ccc(Cl)cc1)N1CCN(c2ccccc2)CC1 was read as FLuc modulator -7%.
`Cc1ccc(C(=O)Nc2nnc(SCc3cc(=O)c4c(C)ccc(C)c4[nH]3)s2)cc1` gave FLuc modulator -4%.
Screening CCOC(=O)Cn1c(=O)oc2cc(S(=O)(=O)N3CCN(c4cccc(C)c4)C(C)C3)ccc21 (stereo unspecified) returned FLuc modulator 1%.
`CC(=O)c1cc(-c2ccccc2)n(CCC(=O)Nc2ccc(C(C)C)cc2)c1C` gave FLuc modulator 1%.
`Cc1ccc(CNC(=O)c2cn(C)c3ccc(S(=O)(=O)N4CCC(C)CC4)cc3c2=O)cc1` gave FLuc modulator -6%.
`Cc1ccc(CSc2nc(-c3cccs3)ccc2C#N)cc1` gave FLuc modulator -1%.
CCc1ccccc1NS(=O)(=O)c1ccc2[nH]cc(C(=O)N3CCCCC3)c(=O)c2c1 was read as FLuc modulator -14%.
`CC1CCN(S(=O)(=O)c2ccc3c(c2)N(CC(=O)N(C)Cc2ccccc2)C(=O)CO3)CC1` gave FLuc modulator 7%.
Screening Cc1ccc2onc(CNC(=O)NCc3ccccc3)c2c1 returned FLuc modulator inconclusive.
Screening COc1ccc(OC)c(C2C(C(=O)Nc3ccccc3OC)=C(C)Nc3c(C(=O)Nc4ccc(F)cc4)cnn32)c1 (stereo unspecified) returned FLuc modulator 2%.
For COc1cccc(/C=C(\C#N)c2nc3ccc(C)cc3[nH]2)c1 the results were FLuc modulator 3.4µM*.
Screening Fc1ccc(-c2noc3ncnc(NCCCN4CCN(c5ccccc5)CC4)c23)cc1 returned FLuc modulator -6%.
Cc1ccc(COC(=O)c2[nH]c3c(c2C)C(=O)CC(c2ccc(N(C)C)cc2)C3)cc1 (stereo unspecified) was read as FLuc modulator -2%.
Screening CC1CN(C(=O)Nc2ccc(C(=O)NCc3cccc(F)c3)cc2)c2ccccc2S1 (stereo unspecified) returned FLuc modulator 1%.
`COc1ccc(CCNC(=O)Cn2c(=O)nc(-c3ccccc3)c3cc(Cl)ccc32)cc1OC` gave FLuc modulator 0%.
`COc1ccc(OC)c(NC(=O)c2sc3nc4c(cc3c2N)CCCCCC4)c1` gave FLuc modulator 3%.
Cc1cc(-c2ccccc2)nc2cc(C(=O)Nc3cc(C(F)(F)F)ccc3Cl)nn12 was read as FLuc modulator -1%.
For CCOc1ccc(NC(=O)Cn2c(=O)n(CC(=O)NCc3ccccc3Cl)c(=O)c3sccc32)cc1 the results were FLuc modulator -4%.
